Kir21 block: inhibitors of mouse Kir2.1 inward-rectifier potassium channel; P35561; HEK293-Kir2.1, FluxOR thallium flux fluorescence; hits give low values; B-score at 10 µM; hit rate 0.85% among 310,000; AID 1672;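 active = fluorescence ratio B-score at or below minus 3 SD of library scores, with starting-brightness B-score within 2 SD, cut at about -4.2 in these data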;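 note: channel flux triggered by added potassium and thallium sulfate stimulus; B-score of peak minus minimum fluorescence over baseline after thallium stimulus; more negative B-score means stronger Kir2.1 block with less thallium influx; some compounds called inactive have numbers as strong as hits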
KCNQ2 block: KCNQ2 potassium channel inhibitors, primary screen, cell-based, CHO-K1, FluxOR thallium flux, B-score (AID 2156) | hit rate 1.1% among 310,000 | 20 min; hits give low values | B-score at 10 µM | O88943;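 active = fluorescence ratio B-score at most minus 3 library SDs, with starting brightness B-score within 2 library SDs, cut at about -5.5 in these data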
Target sequence (O88943 whole entry, looked up): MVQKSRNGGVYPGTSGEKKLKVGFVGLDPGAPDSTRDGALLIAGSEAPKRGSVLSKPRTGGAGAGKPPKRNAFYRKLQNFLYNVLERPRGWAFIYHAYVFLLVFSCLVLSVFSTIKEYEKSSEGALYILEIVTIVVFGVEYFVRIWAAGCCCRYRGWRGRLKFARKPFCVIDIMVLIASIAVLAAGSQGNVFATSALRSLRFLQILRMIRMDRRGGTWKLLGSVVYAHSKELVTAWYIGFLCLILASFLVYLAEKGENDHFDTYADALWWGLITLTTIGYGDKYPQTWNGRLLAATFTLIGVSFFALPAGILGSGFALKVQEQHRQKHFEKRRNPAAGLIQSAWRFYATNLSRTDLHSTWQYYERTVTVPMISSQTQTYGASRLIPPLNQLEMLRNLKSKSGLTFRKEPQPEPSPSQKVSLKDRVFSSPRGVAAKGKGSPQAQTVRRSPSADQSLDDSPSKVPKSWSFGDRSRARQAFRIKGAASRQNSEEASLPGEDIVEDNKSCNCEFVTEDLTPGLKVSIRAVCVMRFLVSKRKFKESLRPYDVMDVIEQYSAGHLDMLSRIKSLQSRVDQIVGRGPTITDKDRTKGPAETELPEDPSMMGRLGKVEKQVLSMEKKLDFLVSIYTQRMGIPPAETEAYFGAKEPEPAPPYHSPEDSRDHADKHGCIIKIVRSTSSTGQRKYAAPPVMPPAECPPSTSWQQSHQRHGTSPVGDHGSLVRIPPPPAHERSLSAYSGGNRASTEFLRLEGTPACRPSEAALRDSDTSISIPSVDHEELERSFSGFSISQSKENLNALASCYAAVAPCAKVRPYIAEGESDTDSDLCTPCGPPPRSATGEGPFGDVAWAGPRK
STK33 inh: blocks human STK33 kinase activity; Q9BYT3; purified STK33, MBP phosphorylation, ADP-Glo luminescence; inhibition, % at 10 µM; hit rate 0.073% among 320,000; AID 2661;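 active = inhibition at or above 25%, using the most active replicate where run in duplicate; inactive = inhibition below 25%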
* = called active by the depositor; i = inactive; . = no result given.

Kir21 block,KCNQ2 block,STK33 inh,Molecule
-1.52,i,0.4,COCCCC1CCN(C(=O)C2CCC(=O)N(CCc3ccccc3)C2)CC1 (configuration not stated)
0.85,i,.,Cc1ccc(C(=O)NC2CC(C)(C)NC(C)(C)C2)cc1S(=O)(=O)N1CCCCC1
0.55,i,-4.9,Cc1c(NC(=O)C(C)N2CC(C)OC(C)C2)c(=O)n(-c2ccccc2)n1C (configuration not stated)
0.98,i,0.3,C=CCn1c(=NC(=O)c2ccc(S(=O)(=O)N3CCc4ccccc4C3)cc2)sc2cc(S(N)(=O)=O)ccc21
0.92,i,-1.4,Fc1cccc(-c2cc3nc(-c4ccccc4)cc(N4CCC5(CC4)OCCO5)n3n2)c1
1.43,i,-0.6,Cc1cccc(-c2noc(CN(C)C(=O)COc3ccccc3)n2)c1
1.2,i,-1.0,O=C(NCCN1CCOCC1)c1ccc(CS(=O)c2ccccc2Cl)o1 (configuration not stated)
0.07,i,-3.5,Cc1ccc(C2=NN(Cc3nnc(-c4ccccc4)o3)C(=O)SC2)cc1
-0.02,i,-1.2,O=C(NC(=S)N1CCN(Cc2ccccc2)CC1)c1ccccc1
-0.45,i,-0.5,Cc1cccn2c(=O)c(C=O)c(N3CCSCC3)nc12
0.51,i,-2.2,COc1cccc(NC(=O)CN2C(=O)CSc3nc(C)cc(C)c32)c1
1.18,i,-1.1,Cc1ccc(N2CC(C(=O)Nc3ccccc3C(=O)NC3CCCCC3)CC2=O)cc1 (configuration not stated)
0.74,i,0.9,O=C(c1ccco1)N1CCN(C(c2ccc(Cl)cc2)c2nnnn2CC2CCCO2)CC1 (configuration not stated)
2.09,i,-0.6,COc1ccccc1-c1nnc(SC)n1C
-1.92,i,-0.4,O=C1c2cccc3cccc(c23)C(=O)N1CC1CCN(S(=O)(=O)c2ccc(F)cc2)CC1
0.67,i,-2.1,CN(C)c1ccc(C(=O)N=c2sccn2C)cc1[N+](=O)[O-]
1.46,i,-1.4,Cc1ccc(/C=N/NC(=O)c2cccc(S(=O)(=O)Nc3ccccc3Cl)c2)o1
1.66,i,3.4,C/[N+]([O-])=C1\Cc2ccccc2C1=O
1.05,i,1.3,COc1ccccc1NS(=O)(=O)NC(=O)c1c(C)[nH]c2ccccc12
1.03,i,0.3,COc1ccc(Nc2nc3cc(C)ccc3cc2C#N)c(OC)c1
-0.8,i,-0.1,Cc1cc(Cn2nc(-c3ccccc3)cc2C(=O)NCC2CC2)on1
-0.05,i,-0.9,COc1ccc(C(=O)Nc2ccc(Nc3ccccc3)cc2)cc1Br
-0.03,i,-0.8,CCn1c(C)nc2cc(C(=O)NNS(=O)(=O)c3cc(Br)ccc3Br)ccc21
0,i,-0.6,COCCNc1c([N+](=O)[O-])c(=O)n(-c2ccccc2)c2ccccc12
0.15,i,0.4,NC(=S)Cc1nc(-c2ccccc2)cs1
-0.01,i,-0.1,CC1CCCCC12NC(=O)N(CC(=O)Nc1ccc3[nH]c(=O)[nH]c3c1)C2=O (configuration not stated)
0.14,i,1.6,CN(C)S(=O)(=O)c1ccc(Cl)c(NC(=O)COC(=O)/C=C/c2ccc(S(=O)(=O)N3CCOCC3)cc2)c1
-0.12,i,0.1,Cc1ccc(SCc2nc3ccccc3n2CC(=O)Nc2ccc(Cl)cc2)cc1
1.08,i,0.6,O=C(Cc1ccccc1)N1CCN(c2ccc([N+](=O)[O-])cc2)CC1
-1.26,i,-0.2,O=[N+]([O-])c1ccccc1/C=N/Nc1nccnc1Cl
-0.62,i,-0.1,COc1cc(/C=C/C(=O)OCC(=O)Nc2cc(C)c(C)cc2[N+](=O)[O-])ccc1O
-0.1,i,-1.1,Cc1ccc(N(CC(=O)NCc2ccccc2)C(=O)CCC(=O)Nc2ccccn2)c(C)c1
-1.57,i,-0.6,CC1(C)NC(=O)N(Cc2cc(=O)n3ccsc3n2)C1=O
-1.5,i,-0.3,O=C(COc1ccc2ccc(=O)oc2c1)NC1CCN(Cc2ccccc2)CC1
-2.63,i,-1.6,CCc1ccc(Nc2nc(N)nc(CSc3nc4ccccc4s3)n2)cc1
-0.26,i,0.8,Cc1ccc(C(=O)/C=C/N(C)C)cn1
-1.61,i,-1.5,O=C1Nc2ccccc2/C1=C/C(=O)c1cccs1
-0.12,i,-0.7,COc1ccc(C(=O)NCc2nnc(SCC(=O)Nc3ccc4c(c3)OCO4)o2)cc1
-0.9,i,-2.3,O=C(COc1cccc2ccccc12)NNC(=O)CSCCO
-0.25,i,-2.5,CSc1sccc1/C=N/NC(=O)c1ccncc1
-0.17,i,0.9,CN(C)c1cc(-c2cccc(C(F)(F)F)c2)oc(=O)c1Cl
-1.3,i,-1.4,N#Cc1nc(COc2cccc(Cl)c2)oc1NCCN1CCOCC1
0.67,i,-0.5,COc1ccc(-c2csc3ncnc(N4CCN(Cc5ccccc5)CC4)c23)cc1
0.55,i,-0.6,O=C1C2C3C=CC(CNS(=O)(=O)c4ccccc4[N+](=O)[O-])(O3)C2C(=O)N1c1ccccc1 (configuration not stated)
-4.52*,-6.69*,3.8,N#C/C(=C\c1cccnc1)C(=O)Nc1cccc2ccccc12
-0.52,i,-1.2,CCOc1ccccc1NC(=S)N1CCC(NC(=O)NC23CC4CC(CC(C4)C2)C3)CC1
1.15,i,.,COc1cc(C2/C(=C(\O)c3ccc4c(c3)CC(C)O4)C(=O)C(=O)N2CC2CCCO2)cc(OC)c1OC (configuration not stated)
-0.04,i,-3.0,Cc1ccsc1C=Nc1c(C)n(C)n(-c2ccccc2)c1=O
0.58,i,0.3,Cc1ccc(CS(=O)(=O)Cc2ccc(C(=O)NC3CCCCCC3)o2)cc1
0.77,i,0.3,NS(=O)(=O)Oc1ccccc1
0.53,i,0.7,CC1CCCC(NC(=O)COC(=O)CCC2CCCC2)C1C (configuration not stated)
-0.62,i,-1.7,CCOc1ccc(C(=O)NCC(=O)OCc2c(F)cccc2Cl)cc1
-0.67,i,.,Cc1ccccc1C(=O)Nc1ccnn1C1CCN(Cc2c(C)n(C)c3ccccc23)CC1
0.6,i,-1.3,O=C(O)c1ccc(CSCc2ccco2)cc1
0.64,i,2.8,CN1CCN(c2ccccc2NC(=O)c2ccc(-c3ccc(Cl)cc3Cl)o2)CC1
-0.31,i,-0.3,CC(C1CC1)N(C(=O)c1ccccc1O)c1ccccc1 (configuration not stated)
-0.55,i,7.3,Cc1ccc(CN2CCN(CC(=O)NCc3ccc(Cl)cc3)C2=O)cc1
0.02,i,-1.6,CCOP(C)(=O)C1(C(=O)OCc2ccccc2)CC1 (configuration not stated)
-1.24,i,-1.0,CCOC(=O)c1c(/N=C/c2ccc(OC)cc2O)sc2c1CCN(C)C2
-0.26,i,-0.8,Cc1ccc(NC(=S)Nc2ccc(F)cc2)c(C)c1

Overlap with the part before: 2 entries, then new ones.
Kir21 block,KCNQ2 block,STK33 inh,Molecule
-1.24,i,-1.0,CCOC(=O)c1c(/N=C/c2ccc(OC)cc2O)sc2c1CCN(C)C2
-0.26,i,-0.8,Cc1ccc(NC(=S)Nc2ccc(F)cc2)c(C)c1
-1.18,i,.,CCOC(=O)CSc1nnc(CNC(=O)c2cccs2)n1-c1cc(OC)ccc1OC
0.29,i,-0.4,CCOC(=O)c1c(N2C(=O)Nc3ccccc3N2O)n[nH]c1-c1cccc(OC)c1
-1.78,i,-0.7,CN1CCN(c2ccc(C(F)(F)F)cc2NC(=O)c2ccco2)CC1
1.42,i,-1.6,CN(c1ccccc1C(=O)Nc1cccc([N+](=O)[O-])c1)S(C)(=O)=O
0.97,i,.,Cc1ccc(CN2C3CCCC2CC(NC(=O)c2ccc(C)cc2)C3)cc1 (configuration not stated)
0.75,i,-0.2,O=C(O)CC[C@@H](C(=O)O)N1C(=O)c2ccccc2C1=O
0.69,i,-1.0,O=C(/C=C/c1ccco1)OCC(=O)c1cccc([N+](=O)[O-])c1
-0.01,i,-1.6,COc1ccc(-c2cc(=O)oc3c(C)c(OC(C)C(=O)Nc4ccc(CN5CCOCC5)cc4)ccc23)cc1 (configuration not stated)
-0.68,i,-1.5,N#CCCn1nc(-c2ccc(Br)cc2)cc1Nc1ccccc1NC(=O)C(F)(F)F
0.33,i,-1.1,COc1ccc(NC(=O)CSc2nnc(-c3ccncc3)o2)c(OC)c1
0.13,i,-0.7,CC(C)(C)NC(=S)NCc1ccco1
-1.21,i,-2.1,Cc1ccc(NS(=O)(=O)c2cccc(C(=O)NNC(=O)c3cccn3C)c2)c(C)c1
0.39,i,-1.1,COc1ccc(/C=N/NC(=O)c2cccc(NC(=O)c3ccccc3Cl)c2)cc1OC
-0.07,i,-2.5,CC1CN(S(=O)(=O)c2ccc(C(=O)Nc3ccc(S(=O)(=O)N4CCOCC4)cc3)cc2)CC(C)O1 (configuration not stated)
2.01,i,-1.4,CC1CCN(C(=S)NC(=O)c2cccc([N+](=O)[O-])c2)CC1
0.44,i,1.9,Cc1ccc(CNC(=O)C2CCCN(S(=O)(=O)c3cccc4nonc34)C2)cc1 (configuration not stated)
1.1,i,-0.9,O=C(c1ccco1)N(Cc1ccc([N+](=O)[O-])cc1)c1ccc(Cl)cc1
0.9,i,-1.2,Cc1cccc(OCC(=O)Nc2cccc(-c3nnc(-c4ccccc4)o3)c2)c1C
0.84,i,-0.2,CN1C(=O)C(=O)/C(=C(/O)c2ccccc2)C1c1ccc(Br)cc1 (configuration not stated)
0.28,i,2.6,COc1ccc(S(=O)(=O)N2CCN(C(=O)c3cccs3)CC2)cc1
-0.35,i,1.3,Cc1ccc(CCC(=O)Nc2ccc(Cl)cc2)o1
0.64,i,-2.0,CCn1ccnc1CN(C)C(=O)CCc1nnc(CCCc2ccccc2)o1
-0.04,i,-0.7,O=C(NC(Cc1ccccc1)C(=O)Oc1ccc2c(C(F)(F)F)cc(=O)oc2c1)OCc1ccccc1 (configuration not stated)
-0.01,i,-3.9,COc1cc(C(=O)NCCC(=O)NCCN2CCCCCC2)cc(OC)c1OC
-0.8,i,1.9,COc1ccc(C(C(O)C(=O)c2c[nH]c3ccccc23)N2CCN(c3ccc(OC)cc3)CC2)cc1 (configuration not stated)
-0.52,i,-6.2,COc1ccccc1OCCCCOc1ccccc1C(C)=O
-3.24,i,1.3,O=C(COc1ccccc1Cc1ccccc1)NCCCN1CCOCC1
-0.26,i,-0.2,O=C1N[C@@H](Cc2cn(S(=O)(=O)c3ccc(F)cc3)c3ccccc23)C(=O)N[C@H]1Cc1ccccc1
-1.65,i,1.1,CCOC(=O)CSC1=C(C#N)C(c2ccc(F)cc2)C(C(C)=O)=C(C)N1 (configuration not stated)
0.41,i,-0.7,Brc1ccc2c(c1)C(c1cccs1)=NNC(c1cccnc1)=N2

Continued, starting with the last two of the part before.
Kir21 block,KCNQ2 block,STK33 inh,Molecule
-1.65,i,1.1,CCOC(=O)CSC1=C(C#N)C(c2ccc(F)cc2)C(C(C)=O)=C(C)N1 (configuration not stated)
0.41,i,-0.7,Brc1ccc2c(c1)C(c1cccs1)=NNC(c1cccnc1)=N2
-0.19,i,-0.9,Cc1ccc(N(CC#N)C(=O)CS(=O)(=O)c2cccc([N+](=O)[O-])c2)cc1
0.73,i,-0.9,Cc1cc(C)n(C(=O)Cc2cn3ccsc3n2)n1
0.3,i,3.8,CC1CC(=O)C2=C(C1)Nc1nc3ccccc3n1C2c1cccnc1 (configuration not stated)
1.23,i,-2.4,CCCC(=O)Nc1nc2ccc(NC(=O)c3ccccc3F)cc2s1
-2.69,i,6.5,CN1CCN(Cc2c(O)ccc3cc(-c4ccccn4)c(=O)oc23)CC1
0.46,i,-0.3,CC(=O)N1c2ccccc2C(=O)C1N(C)c1ccc(C)cc1 (configuration not stated)
-1.06,i,-1.1,CCN1C(=O)c2ccccc2S(=O)c2ccc(C(=O)NCCN(CC(C)C)CC(C)C)cc21 (configuration not stated)
0.44,i,0.6,Cc1ccc(C(=O)NCC(=O)OCC(=O)N(CC(C)C)c2c(N)n(Cc3ccccc3)c(=O)[nH]c2=O)cc1C
-0.03,i,-0.3,COc1ccc2c(c1)c(=O)oc1cc(O)ccc12
-0.98,i,2.5,CCN1CCN(c2cc3c(cc2F)c(=O)c(S(=O)(=O)c2ccccc2)cn3C)CC1
-1.1,i,-0.8,COCCn1c(=O)[nH]c2cc(C(=O)NC3CCCCCC3)ccc2c1=O
-0.86,i,0.4,O=C(/C=C/c1ccc(Cl)c([N+](=O)[O-])c1)c1cccnc1
-1.9,i,-0.9,O=C(CN1C(=O)NC2(CCCC2)C1=O)N1CCN(S(=O)(=O)c2ccccc2[N+](=O)[O-])CC1
-0.16,i,-1.2,CN1CCN(NC(=O)c2ccc(S(=O)(=O)N3CC4(C)CC3CC(C)(C)C4)cc2)CC1 (configuration not stated)
-0.09,i,1.3,C=CCSC1=N/C(=C\c2ccsc2)C(=O)S1
-0.87,i,0.1,Fc1cccc(NC(=S)Nc2cccnc2)c1
-0.01,i,-0.7,Cc1[nH]c2ccccc2c1C(=O)C(=O)N1CCN(C(=O)c2ccco2)CC1

Of the compounds above, these contain a cyano group:
Kir21 block,KCNQ2 block,STK33 inh,Molecule
1.03,i,0.3,COc1ccc(Nc2nc3cc(C)ccc3cc2C#N)c(OC)c1
-1.3,i,-1.4,N#Cc1nc(COc2cccc(Cl)c2)oc1NCCN1CCOCC1
-4.52*,-6.69*,3.8,N#C/C(=C\c1cccnc1)C(=O)Nc1cccc2ccccc12
-0.68,i,-1.5,N#CCCn1nc(-c2ccc(Br)cc2)cc1Nc1ccccc1NC(=O)C(F)(F)F
-1.65,i,1.1,CCOC(=O)CSC1=C(C#N)C(c2ccc(F)cc2)C(C(C)=O)=C(C)N1 (configuration not stated)
-0.19,i,-0.9,Cc1ccc(N(CC#N)C(=O)CS(=O)(=O)c2cccc([N+](=O)[O-])c2)cc1

Screening results (PubChem BioAssay)
